# Screening results from PubChem.
# human PMI inhibitors: human PMI inhibitors, high substrate, primary screen, biochemical, fluorescence intensity, high mannose 6-phosphate (AID 1220); recombinant PMI enzyme, coupled fluorescence intensity; higher % means a stronger effect; one-dose inhibition, % at 20 µM; IC50 in µM for titrated hits; hit rate 0.66% among 190,000
# SIAH1 antagonists: blockers of Siah-1 interaction with plectin peptide – biochemical, fluorescence polarization, rhodamine-plectin, uHTS, primary screen (AID 1817); Siah-1 / rhodamine-plectin peptide fluorescence polarization; higher % means a stronger effect; one-dose displacement, % at 20 µM; IC50 in µM for titrated hits; hit rate 0.02% among 290,000;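 active = displacement of at least 50% at 20 µM, with a fluorescence ratio check between 0.3 and a set limit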;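 also: plate controls were Siah plus tracer with DMSO for no effect and tracer alone without Siah for full effect; strong numbers were not always called active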
# WT yeast gro inh: growth inhibition of WT yeast, mitochondrial fusion screen; mitochondrial fusion phenotypic screen, WT strain; inhibition, % at 10 µM; hit rate 2.1% among 190,000; AID 1362; in the data active = inhibition above about 58%; tested in S. cerevisiae
# RSV CPE inhibition: inhibition of RSV-induced cytopathic effect – HEp-2 cells, primary 10 µM value included (AID 2391); HEp-2 cells, RSV-induced CPE inhibition; higher % means a stronger effect; CPE inhibition, % at 10 µM, or IC50 in µM where a hit was titrated; hit rate 0.13% among 310,000; in the data active = a potency from the dose series; also: strong numbers were not always called active
# XIAP displacement: XIAP antagonists, biochemical, IAP family, fluorescence polarization (AID 1018); XIAP BIR domain, fluorescence polarization peptide displacement; higher % means a stronger effect; hit rate 0.007% among 200,000; displacement, % at 20 µM, or IC50 in µM where a hit was titrated; in the data active = displacement above about 50%; also: a part of the inactive calls stands beside numbers as strong as those of hits
# TNAP activation fold: stimulation of alkaline phosphatase TNAP activity – biochemical, luminescent, no phosphate acceptor, uHTS, primary screen (AID 1001) | hit rate 0.03% among 200,000 | activation fold at 20 µM, or EC50 in µM where a hit was titrated | purified TNAP, luminescent activation assay, no phosphate acceptor; higher activation fold means a stronger effect; in the data active = activation fold from about 3, or a potency from the dose series; inactive = the rest, 99 in 100 with activation fold below about 1.6; also: many of its hits are not listed in these tables
# Myeloid diff MLP: compounds promoting myeloid differentiation. ER-HoxA9 myeloid progenitors, lysozyme-GFP differentiation, flow cytometry. calls only at 10 µM. hit rate 1% among 360,000;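 active = normalized GFP-positive differentiation at or above the plate's own cutoff, the solvent-only control mean plus 3 SD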;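 also: cells exposed to compound for four days before flow analysis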
# PhoP inhibition: inhibitors of PhoP regulon expression, primary screen, Salmonella Typhimurium, GFP reporter (AID 1863); S. Typhimurium PhoP-regulated promoter GFP reporter, 4 h; higher % means a stronger effect; hit rate 0.16% among 300,000; inhibition, % at 50 µM; hits with a dose series show IC50 in µM;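 active = inhibition over 29.93%, a cutoff 3 SD above the screen mean, later confirmed by dose response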;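 also: 0% = low Mg2+ inducing control and 100% = high Mg2+ repressing control; strong numbers were not always called active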
# human PMI inhibition: inhibitors of human PMI, primary screen, biochemical, fluorescence intensity, coupled assay (AID 1209); purified PMI enzyme, coupled fluorescence intensity; higher % means a stronger effect; inhibition, % at 20 µM, or IC50 in µM where a hit was titrated; hit rate 0.42% among 190,000;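 also: plate controls were DMSO vehicle for no effect and wells lacking substrate for full effect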
# WT yeast gro inh mutant strain: second read-out of WT yeast gro inh, no call of its own (marks repeat the call); inhibition, %; mitochondrial fusion phenotypic screen, mutant strain inhibition
# Myeloid diff MLP GFP+ MAC1+ %: recorded beside Myeloid diff MLP, whose call it bears; GFP+ MAC1+ double positive, %; measured here: differentiation confirmed by MAC1 staining
# Starred values were filed as active, the others as inactive; i = inactive; nt = not tested or not shown. Rule as the data show it, unless noted: active = inhibition above about 50%; inactive = the rest.
SMILES,human PMI inhibitors,SIAH1 antagonists,WT yeast gro inh,WT yeast gro inh mutant strain,RSV CPE inhibition,XIAP displacement,TNAP activation fold,Myeloid diff MLP,Myeloid diff MLP GFP+ MAC1+ %,PhoP inhibition,human PMI inhibition
COc1ccc(-c2ccc(SCC(=O)NCc3ccc4c(c3)OCO4)nn2)cc1OC,-4%,-2%,-6,2,1.8%,-3.8%,1.1,i,1.5,7%,-2%
CCC(CC)Nc1ccc(C(CC(N)=O)NC(=O)Cc2cccc3ccccc23)cc1[N+](=O)[O-] (stereo unspecified),nt,-4%,nt,nt,-0.5%,nt,nt,i,0.3,1%,nt
COc1ccccc1OCC(=O)Nc1ccc(S(=O)(=O)Nc2nc(C)cc(C)n2)cc1,1%,-8%,-9,-15,3.3%,-2.5%,1.1,i,10,14%,3%
CCc1cc2cc(C(=O)N3CCN(c4ccccc4)CC3)sc2s1,4%,-3%,18,20,0.8%,-0.1%,1.1,i,0.4,-3%,9%
COc1cc2ccccc2cc1C(=O)Nc1ccc(O)cc1,nt,0%,nt,nt,6.9%,nt,nt,i,0.8,0%,nt
COc1ccccc1CNC(=O)c1ccc(NS(=O)(=O)c2cccs2)cc1,nt,-1%,nt,nt,4.5%,nt,nt,i,0.9,-3%,nt
CC(=O)c1cccc(CN2CCCC(C(=O)c3ccc4c(c3)OCO4)C2)c1 (stereo unspecified),1%,-4%,19,14,0.6%,-5.4%,1.1,i,0.6,1%,12%
CCCCNC(=O)O[C@@H]1C[C@H]2CCCC(=O)N3CC[C@@H](C1)[C@@H]23,nt,-2%,nt,nt,2.1%,nt,nt,i,0.4,-10%,nt
Cc1ccc(S(=O)(=O)NNC(=O)/C=C/c2cccc(F)c2)cc1,nt,-3%,nt,nt,3.5%,nt,nt,i,0.7,6%,nt
O=C(CSc1nnc(CNC(=O)c2cccs2)o1)NCC1CCCO1 (stereo unspecified),-11%,-1%,3,-3,0.5%,1.2%,1,i,0.3,2%,-5%
Cc1ccc(Cn2c(Sc3nnc(C)s3)nc3c2c(=O)[nH]c(=O)n3C)cc1,-17%,-6%,-11,-19,0.7%,-3.0%,1.2,i,6.5,-8%,-10%
COCC(=O)Nc1cc(Cl)c(OC)cc1OC,7%,0%,-16,5,-0.1%,-3.9%,1.1,i,0.2,-14%,4%
CC(OC1=CC(=O)CCC1)C(=O)c1ccccc1 (stereo unspecified),-7%,0%,0,1,0.9%,-6.9%,1.1,i,2.3,8%,-1%
O=C(C1=C[C@H](c2ccccc2)C[C@H](OCCCCO)O1)N1CCN(Cc2ccc3c(c2)OCO3)CC1,-3%,-5%,6,5,1.1%,-2.9%,1.1,i,1.5,-4%,-3%
O=[N+]([O-])c1ccccc1/C=C/C=N/Nc1ccc(S(=O)(=O)Nc2ccc(Cl)cc2)cc1[N+](=O)[O-],12%,-5%,3,-5,2.2%,-6.8%,0.7,i,0.5,-3%,5%
COc1ccc2nc(NC(=O)c3cccs3)sc2c1,nt,8%,nt,nt,11%,nt,nt,i,0.1,-6%,nt
Cc1cc(C)n2nc(C(=O)NC(C)(C)C)nc2n1,-6%,1%,18,17,-0.9%,-4.8%,1,i,0.9,10%,-9%
O=C(/C=C/c1ccc(F)cc1)NC(=S)NC1CCCCC1,nt,-8%,nt,nt,1.6%,nt,nt,i,0.4,-7%,nt
CCOc1ccc(N2CC(O)(c3ccc(F)cc3)[N+]3=C2CCCC3)cc1 (stereo unspecified),7%,-3%,-4,15,-1.5%,-8.2%,1.1,i,0.7,1%,6%
O=C1NC(c2cccs2)Nc2sc3c(c21)CCCC3 (stereo unspecified),12%,-3%,31,5,1.5%,-14%,1,i,1.3,-2%,19%
COP1(=O)C=C[C@H](N(Cc2ccccc2)S(=O)(=O)c2ccccc2[N+](=O)[O-])[C@@H](C)O1 (stereo partly specified),nt,-1%,nt,nt,2.8%,nt,nt,i,1.3,2%,nt
CCN1CCN(CCNC(=O)c2ccc3c(c2)N(Cc2cccc(Cl)c2)C(=O)c2ccccc2S3=O)CC1 (stereo unspecified),nt,2%,nt,nt,-3.4%,nt,nt,i,1.0,-4%,nt
COC(=O)C1=C(N)OC2=C(C(=O)CC(C)(C)C2)C1c1cc2c(cc1Cl)OCO2 (stereo unspecified),nt,3%,nt,nt,-0.7%,nt,nt,i,0.1,11%,nt
NC(=O)C1(N2CCCCC2)CCN(C(=S)NCCc2ccccc2)CC1,-1%,4%,1,23,-0.1%,-11%,1.1,i,0.4,3%,-4%
Cc1ccc(C2=NN(C(=O)C3CCCO3)C(c3ccco3)C2)cc1 (stereo unspecified),-5%,1%,3,-13,6.8%,-4.0%,1.1,i,0.5,-2%,0%
CCOC(=O)N1CCN(C(=O)C2CCCCC2)CC1,7%,-9%,-31,28,1.8%,-3.1%,1.1,i,0.4,13%,2%
Cc1cc(NC(=O)CSc2nnc(-c3ccncc3)n2Cc2ccccc2)n(-c2ccccc2)n1,nt,6%,nt,nt,-0.4%,nt,nt,i,0.2,-1%,nt
CCOC(=O)C1(Cc2ccccc2C(F)(F)F)CCN(C2CCN(C(C)=O)CC2)CC1,-4%,-6%,3,4,-2.0%,-3.4%,1.1,i,0.2,-12%,-1%
CC1(C)Cc2cccc(OCC(=O)NCCOc3ccccc3)c2O1,-2%,4%,3,2,-1.8%,2.0%,1.1,i,0.3,-6%,-3%
Cc1cc(C)c(NC(=O)Cn2nnc(C(=O)NCCc3ccccc3)c2N)c(C)c1,nt,14%,nt,nt,1.7%,nt,nt,i,0.7,1%,nt
O=C1c2cccc3cccc(c23)C(=O)N1CCN1CCN(C(=S)Nc2ccc(F)cc2)CC1,5%,13%,-4,1,2.8%,-1.2%,1.1,nt,nt,5%,-7%
COc1ccc(O/C(=N\S(=O)(=O)c2ccccc2)c2ccccc2)cc1,3%,9%,17,24,0.1%,-1.0%,1.2,nt,nt,-19%,6%
Cc1nc2ccc(NC(=O)c3ccc(F)c(S(=O)(=O)N4CCOCC4)c3)cc2s1,7%,4%,-11,-2,1.5%,-5.2%,1.1,i,0.7,-1%,10%
Cn1cccc1CNC1CCCC1,-5%,0%,45,-4,0.2%,-9.3%,1,i,5.8,-5%,5%
COc1ccc(-c2csc(Nc3ccccc3)[n+]2CC(O)c2ccc([N+](=O)[O-])cc2)cc1 (stereo unspecified),nt,5%,nt,nt,2.4%,nt,nt,i,0.2,-10%,nt
O=C1c2ccccc2C(=O)c2c(NCc3cccnc3)cccc21,-7%,2%,37,31,4.4%,-3.1%,0.9,i,3.4,11%,6%
COc1ccc(NC(=O)Nc2ccc3c(c2)N(C)C(=O)CS3)cc1Cl,0%,-3%,-5,-1,8.1%,0.0%,1,i,0.8,-7%,1%
Cn1cc(/C=C2\SC(=O)N(c3ccc(O)cc3)C2=O)c2ccccc21,nt,-3%,nt,nt,49%,nt,nt,i,0.0,-14%,nt
c1ccc(C2=NC(c3ccccc3)N=C(c3ccccc3)N2)cc1,-5%,3%,-3,-11,-0.7%,-3.2%,1.1,i,0.9,-6%,-3%
CCOc1ccc(NC(=O)C2CCN(C(=O)NC3CCCCC3)CC2)cc1,-12%,4%,-11,2,3.9%,-9.0%,1,i,2.0,1%,-16%
CCC(C(=O)NC1CCCC1)N(C(=O)Cn1nnc(-c2ccc(OC)c(OC)c2)n1)C1CCCCC1 (stereo unspecified),10%,-6%,31,-16,-2.9%,-3.3%,1.3,i,0.7,4%,5%
O=C(CN1CC[n+]2c(-c3cccs3)csc21)c1ccc(-c2ccccc2)cc1,-13%,-11%,69*,68*,-0.9%,-4.4%,0.7,i,0.3,4%,-11%
Cc1ccc(C(=O)c2ccccc2C(=O)OCC(=O)Nc2ccc(SC(F)F)cc2)cc1,3%,-1%,37,18,3.3%,-15%,1,i,0.6,-11%,3%
O=C(/C=C/c1ccc(Br)o1)OCc1ccccc1,-1%,0%,12,6,0.8%,-19%,1.1,i,1.0,8%,1%
CCOC(=O)C(C)Sc1nc2c(cnn2-c2ccc(C)cc2)c(=O)[nH]1 (stereo unspecified),1%,0%,-4,-8,1.1%,2.8%,1.1,i,0.4,4%,-7%
COc1ccc(N(CC(=O)N2CCCCCC2)S(C)(=O)=O)cc1Cl,nt,-5%,nt,nt,0.6%,nt,nt,i,0.6,-5%,nt
N#C/C(=C1/CCCCCN1)c1nc2ccccc2s1,9%,4%,-2,4,4.0%,-1.0%,1,i,2.1,-8%,0%
N/C(Cc1ccc([N+](=O)[O-])cc1)=N\OC(=O)COc1ccc2ccccc2c1,16%,4%,12,-19,2.0%,-6.0%,1,i,1.9,11%,21%
Brc1ccc(N/N=C(/N=Nc2nn[nH]n2)c2ccccc2)cc1,-88%,-2%,16,19,0.8%,-9.4%,0.7,i,0.2,-1%,-68%
O=C(CCc1ccccc1)Nc1nnc(-c2cccs2)o1,-9%,-1%,3,7,0.8%,-6.3%,1,i,1.0,-4%,4%
Cc1nc(-c2ccc(S(=O)(=O)Nc3ccccc3C)cc2)co1,nt,-6%,nt,nt,18%,nt,nt,i,6.5,3%,nt
CCn1cc(/C=C(\NC(=O)c2ccccc2Cl)C(=O)NCCN2CCOCC2)c2ccccc21,nt,7%,nt,nt,-0.1%,nt,nt,i,2.8,-1%,nt
O=C(CN(C(=O)CNC(=O)c1ccco1)c1ccc2c(c1)OCO2)NC1CCCCC1,6%,-2%,-3,-10,1.1%,-5.4%,1.1,i,2.2,-10%,0%
O=C(Cn1cnc2c(nnn2-c2ccc(F)cc2)c1=O)N1CCCC1,8%,-4%,-9,0,0.0%,-2.3%,1.1,i,7.0,3%,9%
COc1ccccc1CNC(=O)c1ccc(SC)cc1OC,-8%,-1%,-10,3,29%,-7.3%,1.1,i,4.5,12%,-3%
CC(C)c1nc(CNC(=O)C2CCC(=O)N(CCc3ccc(Cl)cc3)C2)no1 (stereo unspecified),nt,1%,nt,nt,1.5%,nt,nt,i,4.4,1%,nt
CN(C)S(=O)(=O)c1cccc(NC(=O)c2ccncc2)c1,-6%,3%,-10,-8,1.3%,-1.0%,1.2,i,1.9,-12%,-4%
